Source: PubChem BioAssay (Fisher Drug Discovery Resource Center)
NPYLR7 ag: mosquito NPYLR7 agonism. HEK293T NPYLR7/Galpha15, GCaMP6s calcium fluorescence. activation, % at 10 µM. actives 0.15% (n = 270,000). AID 1259423; in the data active means activation above about 40%;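 further: 0% = vehicle and 100% = reference agonist at the receptor; some compounds past the cut are filed as inactive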
hcGAS inh: human cGAS inhibition; inhibition, % at 12.5 µM; actives 0.081% (n = 290,000); Q8N884; recombinant h-cGAS, ATP depletion, Kinase-Glo luminescence;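 further: 0% = vehicle reaction and 100% = reaction without DNA for no activity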
Target sequence (Q8N884 whole entry, looked up): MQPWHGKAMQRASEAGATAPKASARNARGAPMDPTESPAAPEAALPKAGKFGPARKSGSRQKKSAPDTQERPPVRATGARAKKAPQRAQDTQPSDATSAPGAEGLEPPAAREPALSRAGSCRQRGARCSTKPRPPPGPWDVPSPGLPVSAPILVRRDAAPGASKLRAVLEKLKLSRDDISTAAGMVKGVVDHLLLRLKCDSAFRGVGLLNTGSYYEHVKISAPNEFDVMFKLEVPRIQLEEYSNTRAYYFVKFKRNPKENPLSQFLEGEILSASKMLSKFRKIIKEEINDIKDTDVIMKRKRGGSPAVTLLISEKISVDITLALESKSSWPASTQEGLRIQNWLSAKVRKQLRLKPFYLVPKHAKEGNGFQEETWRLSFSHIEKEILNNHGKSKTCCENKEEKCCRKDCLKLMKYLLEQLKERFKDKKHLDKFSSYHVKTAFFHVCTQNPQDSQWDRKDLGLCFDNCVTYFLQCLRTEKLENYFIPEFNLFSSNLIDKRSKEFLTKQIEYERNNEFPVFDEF
mcGAS inh: blocks mouse cGAS activity; recombinant cGAS, Kinase-Glo ATP depletion luminescence; inhibition, % at 12.5 µM; actives 0.15% (n = 160,000);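 further: 0% = negative control wells and 100% = reference inhibitor with no enzyme activity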
Numbers without * were called inactive; x = no result given. Unless noted, no stated cut-off is given here; in the data, active means inhibition above about 40%; inactive means the rest.

#1 CCC(C)Nc1cnc2c(c1)c(NC(C)=O)c(C(=O)OC)n2CC1CCCO1 (configuration not stated)
#2 Cc1onc(-c2ccccc2)c1CNC(=O)c1cncn1-c1ccc(-c2ccc(F)c(F)c2)cc1
#3 COc1ccccc1CN(CCN1CCOCC1)Cc1nc(C(=O)NCc2ccccn2)co1
#4 COc1cc(/C=C\C(=O)Nc2c3c(nn2-c2cccc(Cl)c2)CSC3)cc(OC)c1OC
#5 C=CCCC(O)CN(Cc1ccc2c(c1)OCO2)Cc1cccc(OC)c1OC (configuration not stated)
#6 C#CCOCC(O)CN(CC(=O)N1CCc2sccc2C1COc1ccccc1F)CC1CC1 (configuration not stated)
#7 CCN(CC(C)(C)O)C(=O)NCC1CCOC1C(C)(C)C (configuration not stated)
#8 Cc1cc(N)n(/N=C\c2cc(C)c(O)c(C)c2)c(=O)c1
#9 Cc1ccccc1-c1cc(C2CCN(Cc3cnn(C)c3C3CC3)C2)ccn1 (configuration not stated)
#10 COc1ccccc1N1CCN(c2ccc(NC(=O)COc3ccc(Cl)cc3)cc2C(=O)NC(C)c2ccccc2)CC1 (configuration not stated)
screen / no.,1,2,3,4,5,6,7,8,9,10
NPYLR7 ag,11.2,3.9,17.9,-1.9,-3.1,3.9,1.0,5.1,0.6,1.0
hcGAS inh,-5.3,-8.1,-5.9,0.8,0.1,-3.3,-8.7,-0.3,-8.8,-0.9
mcGAS inh,-14.2,-7.8,-4.9,x,-3.7,-4.7,x,x,x,-4.0

#11 CC(=O)CCC(=O)N1C[C@@H]2CN(C3CCCC3)CC[C@]2(CO)C1
#12 O=C(NCCn1ncccc1=O)Nc1ccccc1
#13 CCCC(Sc1nnc(NC(=O)c2cccc(Br)c2)s1)C(=O)OCC (configuration not stated)
#14 C=CCn1c(=O)c(C(=O)NCCCl)c(O)c2ccccc21
#15 COc1cn(CC(=O)Nc2cccc(C)c2C)c(CSc2ccccc2)cc1=O
#16 CCCc1cc2c(=O)c(-c3ccc4c(c3)OCO4)coc2cc1OCC(=O)O
#17 O=C(NCc1ccncc1)c1ccc(CSc2nnc(-c3ccco3)n2-c2ccccc2F)cc1
#18 O=C(c1ccc(Cl)cc1)N1N=C(C2CCCCC2)CC1(O)C(F)(F)F (configuration not stated)
#19 N#Cc1ccc(COC(CN2CCN(C(=O)C3CCCCC3)CC2)c2cccc(N3CCCC3)c2)cc1 (configuration not stated)
#20 CCCN(Cc1cccnc1)Cc1cnc2c(-c3ccccc3)cnn2c1
screen / no.,11,12,13,14,15,16,17,18,19,20
NPYLR7 ag,x,-11.0,3.7,11.6,-3.7,-8.6,13.6,2.4,x,-6.5
hcGAS inh,1.1,0.6,-2.9,-0.4,-8.2,4.1,-2.0,-12.2,2.4,-3.9
mcGAS inh,0.5,-1.4,-3.4,-7.6,-8.7,x,-4.7,-8.7,1.2,x

#21 COc1cc(OC)c(NC(=O)CN2CCC(C(=O)N3CCCC3)CC2)cc1Cl
#22 CCCc1nc(C)sc1C(=O)NCCC(C)(C)C
#23 CCOc1ccc(N2C(=O)CC(N(C)CCc3ccc(OC)c(OC)c3)C2=O)cc1 (configuration not stated)
#24 Cc1cnccc1N1CCCN(C(=O)C2CC3(CCNCC3)CN2)CC1 (configuration not stated)
#25 Cc1ccc(Nc2nc(N3CCOCC3)nc(N)c2[N+](=O)[O-])cc1C
#26 O=C(Nc1ccc(SCc2cccnc2)nn1)c1cccs1
#27 COc1ccc(OCCSc2nc3ccccc3n2CCC(=O)O)cc1
#28 CCCn1cnnc1CN(C)Cc1cc2n(n1)CCNC2
#29 Cc1cc(C)n2c(NC(C)(C)CC(C)(C)C)c(-c3cccc(Cl)c3)nc2c1
#30 CCCC(=O)Nc1cccc(C(=O)NCC2CC(CC)=NO2)c1 (configuration not stated)
screen / no.,21,22,23,24,25,26,27,28,29,30
NPYLR7 ag,-0.6,2.0,1.2,27.4,-0.8,10.9,-3.7,3.8,4.7,13.5
hcGAS inh,-5.6,2.7,1.8,-1.2,-6.9,-0.2,-6.5,-7.3,1.3,-1.3
mcGAS inh,x,-1.1,-4.4,x,x,x,-6.1,x,0.3,x

#31 N#Cc1nc(NC(=O)CCNC(=O)c2ccccc2)[nH]c1C#N
#32 CC(=O)Nc1nc(COC(=O)c2ccc(OCC3CCCO3)cc2)cs1 (configuration not stated)
#33 Cc1ccc(OCc2nc(C(=O)NC3CC(C)(C)NC(C)(C)C3)cs2)cc1
#34 Cc1nc2ncccc2c(=O)n1-c1ccc(F)c(NC(=O)c2ccc([N+](=O)[O-])cc2)c1
#35 Cc1nnc(COC(=O)c2ccc(Cl)c(S(=O)(=O)NC(C)(C)C)c2)o1
#36 Cn1cc(CCC(=O)N2CCCC(C(=O)Nc3ccc(-c4cscn4)cc3)C2)cn1 (configuration not stated)
#37 Cc1cc(O)c(C(c2ccc(F)cc2)N2CCN(c3ccccc3)CC2)c(=O)n1Cc1ccccn1 (configuration not stated)
#38 CCOc1ccc(-c2nc(C(N)=O)c3[nH]c(=O)n(-c4ccccc4OCC)c3n2)cc1
#39 CC1(NC(=O)c2csc(-c3ccc(F)cc3)n2)CCS(=O)(=O)C1 (configuration not stated)
#40 CN1CCC(Cc2noc(-c3cccc(S(C)(=O)=O)c3)n2)CC1
screen / no.,31,32,33,34,35,36,37,38,39,40
NPYLR7 ag,1.4,7.8,7.9,-4.7,-0.6,5.4,10.4,15.6,1.6,1.4
hcGAS inh,-11.8,-11.1,-6.9,-0.5,-11.6,-1.3,-9.1,-13.9,0.0,-5.8
mcGAS inh,-13.9,x,x,-0.6,x,x,x,x,x,x

#41 CCCCn1c(N)c(N(Cc2ccco2)C(=O)c2cnccn2)c(=O)[nH]c1=O
#42 CCOC(=O)C1CCN(C(=O)c2ccc(CSc3nc(-c4ccccc4)cc(N4CCN(c5ccccc5F)CC4)n3)cc2)CC1
#43 Cn1c(CNc2nc3ccccc3n2C)nc2ccccc21
#44 CCCCCCCCn1c(N2CCC(C)CC2)nc2c1c(=O)[nH]c(=O)n2C
#45 CCC(CC)n1nc(C)cc1NC(=O)C(=O)Nc1ccc(C)cc1C
#46 Cc1cc(N(C)Cc2ccccc2Br)nc(N)n1
#47 COC(=O)C(=O)N1CCc2cc(OC)c(OC)cc2C1c1cccc(Cl)c1 (configuration not stated)
#48 CN(Cc1ccc(Cl)cc1)CN1C(=O)C2CCCCC2C1=O (configuration not stated)
#49 Cc1cc(C)cc(NC(=O)c2nnn(Cc3nc(-c4cccs4)oc3C)c2C)c1
#50 Cc1cc(C(=O)NCCCN(C)c2ccccc2)c(C)o1
screen / no.,41,42,43,44,45,46,47,48,49,50
NPYLR7 ag,8.1,6.7,1.5,-1.9,-3.5,-1.1,-2.0,1.6,15.8,-8.6
hcGAS inh,-3.9,-1.1,-14.1,-2.7,4.9,-4.9,1.6,-5.3,-2.0,-9.8
mcGAS inh,x,-3.4,x,x,-3.6,-6.0,-3.4,x,-5.8,-2.7

#51 Cc1ccc(C(=O)NC2CCN(C(=O)Nc3cc(Cl)ccc3F)CC2)s1
#52 COCCN(CCOC)C(=O)c1c(-c2ccccc2Cl)noc1C
#53 O=C1NC2(CCCc3ccccc32)C(=O)N1Cc1cc(=O)oc2cc3c(cc12)CCC3 (configuration not stated)
#54 COc1cc2c(cc1OC)CN(CN1C(=O)CC3(CCCC3)C1=O)CC2
#55 CCCc1cncnc1N1CCCC(N2CCN(c3ccccc3OC)CC2)C1 (configuration not stated)
#56 CCS(=O)(=O)c1ccc(NC(=O)Cc2ccc(Cl)c(Cl)c2)cc1
#57 CC(C)CC1NC(=O)c2cnc(CC(N)=O)nc21 (configuration not stated)
#58 O=C(Nc1ccccc1F)c1cn(CC2CCCO2)cc2c(=O)n(-c3ccccc3)nc1-2 (configuration not stated)
#59 Nc1ccc(-c2ccc(-c3nc(CCCc4ccccc4)no3)cn2)cn1
#60 CC1(C(=O)NS(=O)(=O)c2cccs2)CCN1C(=O)Cc1cccs1 (configuration not stated)
screen / no.,51,52,53,54,55,56,57,58,59,60
NPYLR7 ag,1.8,-8.8,-0.6,1.5,4.1,-3.6,18.6,5.8,3.1,4.4
hcGAS inh,-5.9,-5.5,-5.5,-8.5,-8.1,-3.2,-2.3,-6.6,-4.6,-5.0
mcGAS inh,-17.0,x,x,-5.5,-12.7,x,x,-9.6,-11.7,x

#61 Fc1ccc(C=NN2CCN(C3c4ccccc4-c4ccccc43)CC2)cc1
#62 Cc1ccc2nc(CNC(=O)c3ccc(Cn4ccnc4)o3)[nH]c2c1
#63 Cc1nc(N2CCCCC2)ncc1-c1cc(=O)[nH]c(N2CCCCC2)n1
#64 Cc1ccc(C)c(S(=O)(=O)N2CCN(c3cccc(C)c3C)CC2)c1
#65 C=CCN(Cc1ccc(F)cc1)C(=O)c1ncccc1C
#66 Cc1cccnc1N1CCN(CC2CCOC(C)(C)C2)CC1 (configuration not stated)
#67 O=C(NCc1ccc(Cl)cc1)c1cc(N2CCN(Cc3ccccc3)CC2)nc2ccccc12
#68 COCCN1CCN(C(=O)c2cn(C(C)C)cc3c(=O)n(-c4ccccc4)nc2-3)CC1
#69 Cc1nn(CC(C)C)c(Cl)c1C(=O)N(c1ccc(Cl)cc1F)S(C)(=O)=O
#70 O=S(=O)(Cc1ccc(Br)cc1)NCCO
screen / no.,61,62,63,64,65,66,67,68,69,70
NPYLR7 ag,-0.6,26.2,3.5,0.2,3.6,3.8,3.6,-5.5,-2.8,9.4
hcGAS inh,-3.8,-7.8,0.0,-5.2,-4.9,-5.5,-8.2,1.3,-2.5,-1.8
mcGAS inh,-6.9,x,-4.8,x,-10.0,x,-8.5,-0.3,x,x

Whole records, looked up by structure. Order of screens: NPYLR7 ag	hcGAS inh	mcGAS inh
Record of `Fc1ccc(C=NN2CCN(C3c4ccccc4-c4ccccc43)CC2)cc1` : -0.6	-3.8	-6.9
Record of `C=CCN(Cc1ccc(F)cc1)C(=O)c1ncccc1C` : 3.6	-4.9	-10.0

The results go on.
#71 CCOc1ccc(CCNc2nccn(-c3ccc(C)c(C)c3)c2=O)cc1OCC
#72 CN(C)CCCNc1nccnc1-c1cccc(C=O)c1
#73 CCN(CC)S(=O)(=O)c1ccc(C)c(C(=O)NCc2ccco2)c1
#74 Fc1ccc(Cn2c(=S)[nH]c3ccccc32)cc1
#75 C=CCN(CC(=O)N(Cc1ccccc1)Cc1cccn1C)C(=O)Nc1ccccc1OC
#76 Cc1ccc(S(=O)(=O)NNC(=O)C23CC4CC(CC(C4)C2)C3)cc1
#77 Cc1cccc2c(CC(=O)Nc3ccccc3)noc12
#78 O=C(NCCc1cnccn1)C1(N2CCCCC2)Cc2ccccc2C1
#79 COCCOc1ccc(F)cc1NC(=O)c1ccc(C#N)cc1
#80 CC1CN(C(=O)Cn2c(C(F)(F)F)nc3ccccc32)CCO1 (configuration not stated)
screen / no.,71,72,73,74,75,76,77,78,79,80
NPYLR7 ag,-2.5,-7.2,0.0,1.0,-6.3,-6.1,-5.3,11.5,5.8,-11.4
hcGAS inh,-3.3,-3.1,-0.4,4.5,-5.0,-2.5,-9.4,-4.1,-4.8,4.7
mcGAS inh,-7.7,-4.0,-6.2,x,-5.2,-5.9,x,-8.6,-14.7,x

In the list so far, 5 have a thiophene ring, fused or not.
#6 C#CCOCC(O)CN(CC(=O)N1CCc2sccc2C1COc1ccccc1F)CC1CC1 (configuration not stated)
#26 O=C(Nc1ccc(SCc2cccnc2)nn1)c1cccs1
#49 Cc1cc(C)cc(NC(=O)c2nnn(Cc3nc(-c4cccs4)oc3C)c2C)c1
#51 Cc1ccc(C(=O)NC2CCN(C(=O)Nc3cc(Cl)ccc3F)CC2)s1
#60 CC1(C(=O)NS(=O)(=O)c2cccs2)CCN1C(=O)Cc1cccs1 (configuration not stated)
screen / no.,6,26,49,51,60
NPYLR7 ag,3.9,10.9,15.8,1.8,4.4
hcGAS inh,-3.3,-0.2,-2.0,-5.9,-5.0
mcGAS inh,-4.7,x,-5.8,-17.0,x

The list continues.
#81 CC1CCN(CC2CCCNCC2)CC1 (configuration not stated)
#82 O=c1[nH]cc(S(=O)(=O)Nc2ccccc2-c2ccccc2)c(=O)[nH]1
#83 O=C(Cn1cnc2sccc2c1=O)c1ccccc1
#84 O=c1c2cnc3nc(-c4ccccc4)nn3c2ccn1Cc1ccccc1
#85 CC(C)(C)C1CCC(=NOC(=O)c2cccs2)CC1 (configuration not stated)
#86 CCc1ccc(CNC(C)(C)CO)cc1
#87 CCOC(=O)c1ccc(-c2cccc(O)c2)nc1
#88 Cc1cccc(C(=O)NC2CCN(C(=O)c3ccccc3F)CC2)c1
#89 CCSc1nnc(NC(=O)CCCOc2ccc(Cl)cc2Cl)s1
screen / no.,81,82,83,84,85,86,87,88,89
NPYLR7 ag,x,12.7,8.1,-3.2,5.0,-2.9,17.2,-2.1,-2.9
hcGAS inh,9.8,-7.3,-20.7,3.3,5.6,-3.7,-8.2,2.7,0.8
mcGAS inh,-3.8,x,-4.0,x,x,x,x,x,-2.7

Two entries picked at random from those above, as already listed:
#54 COc1cc2c(cc1OC)CN(CN1C(=O)CC3(CCCC3)C1=O)CC2
#58 O=C(Nc1ccccc1F)c1cn(CC2CCCO2)cc2c(=O)n(-c3ccccc3)nc1-2 (configuration not stated)
screen / no.,54,58
NPYLR7 ag,1.5,5.8
hcGAS inh,-8.5,-6.6
mcGAS inh,-5.5,-9.6
